From PubChem BioAssay
PI5P4K alpha inh – PI5P4K alpha (human) kinase inhibition | P48426 | PI5P4Kalpha enzyme, ADP-Glo luminescence, 60 min; stronger effect = lower value | max response, % | 330,000 tested, 1.2% active | AID 652105; active = max response of -50% or lower; inconclusive = between -30% and -50%; inactive = -30% or higher; also: value at the top dose of about 77 µM; % is scaled to controls: 0 for no effect and ±100 for the full control effect
Target sequence (P48426 whole entry, looked up): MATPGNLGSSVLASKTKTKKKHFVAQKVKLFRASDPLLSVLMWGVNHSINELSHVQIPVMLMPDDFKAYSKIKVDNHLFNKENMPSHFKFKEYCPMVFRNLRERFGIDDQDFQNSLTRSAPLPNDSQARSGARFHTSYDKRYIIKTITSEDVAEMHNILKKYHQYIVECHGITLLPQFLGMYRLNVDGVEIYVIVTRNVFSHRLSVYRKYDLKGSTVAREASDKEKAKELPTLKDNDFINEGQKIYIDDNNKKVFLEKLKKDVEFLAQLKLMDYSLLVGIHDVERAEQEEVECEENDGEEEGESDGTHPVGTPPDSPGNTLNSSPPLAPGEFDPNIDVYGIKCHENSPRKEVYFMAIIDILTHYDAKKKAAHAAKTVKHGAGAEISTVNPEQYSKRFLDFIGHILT
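Enzyme plus substrate dispensed, test compounds pinned in, then ATP (5 microM final) added. After 60 min at RT, ADP-Glo reagent 1 for 45 min and reagent 2 for 30 min preceded luminescence imaging.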
GLP-1R agonist – activates the human GLP-1 receptor; AID 624172; HEK293 GLP-1R CRE-luciferase, luminescence, 4-6 h; cells express a hypersensitive GLP-1R form; Potency, µM (top dose mostly 45.6 µM), inactives show at the highest dose activation, most hits filed as activators; 380,000 tested, 0.007% active; P43220; also: potency is read from the fitted curve at half-maximal effect; % of control where 0% means no effect
Target sequence (P43220 whole entry, looked up): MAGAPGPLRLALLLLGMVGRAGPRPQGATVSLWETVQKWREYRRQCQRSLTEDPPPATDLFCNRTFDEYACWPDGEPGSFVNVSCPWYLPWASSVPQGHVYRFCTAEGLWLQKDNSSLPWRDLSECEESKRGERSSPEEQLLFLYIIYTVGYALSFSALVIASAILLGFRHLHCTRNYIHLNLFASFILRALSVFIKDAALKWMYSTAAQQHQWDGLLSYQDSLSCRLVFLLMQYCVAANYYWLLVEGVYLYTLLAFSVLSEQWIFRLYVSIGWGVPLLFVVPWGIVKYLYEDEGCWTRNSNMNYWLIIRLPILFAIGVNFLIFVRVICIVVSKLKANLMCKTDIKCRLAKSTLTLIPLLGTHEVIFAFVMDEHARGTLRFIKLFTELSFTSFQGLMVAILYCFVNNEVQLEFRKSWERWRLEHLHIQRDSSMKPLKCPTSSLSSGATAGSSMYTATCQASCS
GLP1R cytotox – cytotoxic in the GLP-1 receptor inverse agonist counter-screen. HEK293 cAMP-luciferase reporter cells, luminescence, 24 h. Potency, µM (top dose mostly 38.3 µM), for inactives: top-dose activity change, negative = inhibition, most hits filed as inhibitors. 410,000 tested, 0.13% active. AID 624418;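 also: loss of luciferase light is scored as toxicity; potency is read from the fitted curve at half-maximal effect; % is scaled to controls: 0 for no effect and ±100 for the full control effect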
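Step one: seed cells (200 cells/uL, DMEM with 10% Nu serum, 1% pen-strep). Step two: 12-hour incubation at 37 deg C. Step three: pin 23 nL compound, incubate 24 hr. Step four: add luciferase reagent, read luminescence 12 min later.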
IL-2 act – activators of IL-2 | IL-2 activation reporter assay, cell-based qHTS; stimulated with anti-CD3/CD4/CD28 beads; in transgenic mouse T cells | activation, % (series mostly up to about 46 µM) | 360,000 tested, 0.065% active; in the data active = activation above about 50%; inconclusive = mostly about 30% to 49%; also: 0% is about no effect
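Readout: EGFP and DsRed signals by fluorescent plate cytometry. Unstimulated transgenic mouse T cells received compound 60 min before antibody-bead stimulation, then incubated 18 h at 37 degrees C.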
EPAC1 ag – EPAC1 (human) agonism | AID 720707 | Potency, µM (top dose mostly 154 µM), inactives show at the top dose activation, most hits filed as activators | EPAC1 agonist qHTS, biochemical assay; response scale: 100% = response to 6.5 mM cAMP | O95398 | 360,000 tested, 0.073% active; also: potency is read from the fitted curve at half-maximal effect; nearly all actives have a fitted effect of over 60% in size
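Nucleotide exchange assay: 100 nM EPAC1 with 250 nM Rap1B loaded with BODIPY-GDP and 50 uM GDP, room temperature. Fluorescence (480/540 nm) read every 5 min for 30 min; signal change normalized to 6.5 mM cAMP as full agonist.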
PTHR1 agonist – activates the human parathyroid hormone receptor PTHR1; HEK293 GP2 PTHR1 cells, GloSensor cAMP luminescence, 1 h; Potency, µM (series often up to 115 µM), without a hit: top-dose activation, actives largely listed as activators; 410,000 tested, 0.075% active; AID 743266; also: potency is read from the fitted curve at half-maximal effect; nearly all actives have a fitted effect of over 55% in size; some results filed as inactive show a strong effect at the top dose; inactives centre near -15; many of its hits are not listed in these tables
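HEK-293-derived GP2 cells expressing PTHR1 and a GloSensor cAMP reporter, 3,000/well, plated overnight, given luciferin plus IBMX (each 0.5 mM as added) for 1 h at 37 °C, then compound for 1 h at 37 °C. Luminescence was read after 15 min at room temperature.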
PLK1 PBD block – inhibitors of human PLK1 polo-box domain binding | Potency, µM, without a hit: max response, negative = inhibition, usual class: inhibitors | 360,000 tested, 2.8% active | P53350 | Plk1 PBD binding of FITC phosphopeptide, fluorescence polarization; also: potency is read from the fitted curve at half-maximal effect; series mostly up to about 57 µM; % is scaled to controls: 0 for no effect and ±100 for the full control effect; nearly all actives have a fitted effect of over 65% in size
GLP1R inv ag – GLP-1 receptor (human) inverse agonism; P43220; HEK293 GLP-1R CRE-luciferase, luminescence, 24 h; GLP-1R form is constitutively active; Potency, µM (top dose mostly 38.3 µM), without a hit: at the top dose activity change, negative = inhibition, most hits filed as inhibitors; 410,000 tested, 1.6% active; also: potency is read from the fitted curve at half-maximal effect; % is scaled to controls: 0 for no effect and ±100 for the full control effect; nearly all actives have a fitted effect of over 55% in size
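Luminescence readout: a drop in cAMP-driven luciferase signal flags inverse agonism at a constitutively active GLP-1R stably expressed in HEK293. Compound exposure lasted 24 hr at 37 deg C, 5% CO2.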
EPAC1 antagonist – EPAC1 (human) antagonism; O95398; EPAC1 GEF assay, Rap1b-BODIPY-GDP exchange fluorescence; Potency, µM (series often up to 115 µM), for inactives: at the top dose activity change, negative = inhibition, actives largely listed as inhibitors; 360,000 tested, 0.14% active; AID 720709;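 also: potency is read from the fitted curve at half-maximal effect; plate controls were vehicle for no effect and positive control for full effect; nearly all actives have a fitted effect of over 50% in size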
The depositor's hits bear a star; i = inactive; ? = inconclusive; · = not tested or not shown; [ ] = another dose, or the depositor's remark. Unless noted, calls follow the shape of the dose curve; as a rule, active = well fitted curve in the direction sought with a large enough effect; inconclusive = small, poorly fitted or top-dose-only effect, or another doubt; inactive = no such curve, though single readings can be large; an effect the other way counts as inactive or inconclusive. An excerpt. The share of hits here may be higher or lower than overall.

SMILES	PI5P4K alpha inh	GLP-1R agonist	GLP1R cytotox	IL-2 act	EPAC1 ag	PTHR1 agonist	PLK1 PBD block	GLP1R inv ag	EPAC1 antagonist
O=C(O)C1=CCC(c2ccc(Cl)c(Cl)c2)N(S(=O)(=O)c2ccc(F)cc2)C1c1cccc(F)c1 (stereo not given)	2	·	-15%	0.1	-2%	i	?	?	-24%
Cc1nn(-c2ccccc2)c(C)c1NS(=O)(=O)c1ccccc1	·	8%	10%	-3.4	6%	i	-2%	0%	-1%
CCOC(=O)N1CCC(NC(=O)CSCc2nc(-c3ccc(C)cc3)oc2C)CC1	7	-1%	-7%	-3.9	3%	-31%[inhibitor]	-13%	?	3%
COc1ccc(Cl)cc1NC(=O)CSc1nc(N2CCCCC2)nc(N2CCCCC2)n1	-2	-21%	0%	-4.8	3%	i	1%	-1%	-7%
Cc1cc(C)c(C2=CC(=O)C[C@H](c3ccc4c(c3)OCO4)C2)c(C)c1	-1	4%	-9%	-3.3	-22%	-50%[inhibitor]	-12%	-13%	-22%
CC1CC(NC(=O)CC#N)CC(C)(C)C1 (stereo not given)	3	0%	-15%	-1.7	-4%	-16%	2%	3%	5%
CCCCNc1nc(NCc2ccccc2)nc2ccccc12	?	-1%	?	-1.3	-8%	-82%[inhibitor]	2%	?	-21%
CC(=O)c1ccc(NC(=O)COc2ccc3c(c2)OCO3)cc1	-1	10%	3%[7.66 µM]	-0.2	2%	-1%	-6%	-11%[7.66 µM]	-13%
CCCc1cc(=O)oc2cc(C)cc(OC(=O)c3ccco3)c12	·	-4%	7%	-2.4	-8%	i	-8%	8%	6%
CCOC(=O)CC(=O)CSc1nc2c(sc(=S)n2-c2ccccc2)c(=O)[nH]1	·	2%	-17%	0.3	2%	-1%[57.5 µM]	-16%	4%	10%
Cc1cccc(NC(=O)C2C3C=CC4(O3)C2C(=O)N(CCCN2CCCC2)C4C(=O)NC2CCCC(C)C2C)c1 (stereo not given)	-9	10%	-20%	0.1	-2%	-2%	-4%	?	1%
C#CCN(C)CC/C=C1\c2ccccc2CSc2ccccc21	4	2%	-3%	-0.3	20%	i	-23%	4.5µM*	-12%
CCCn1nc(C(=O)Oc2ccc3c(C)cc(=O)oc3c2)c2ccccc2c1=O	3	-4%	31%[activator]	-0.2	-5%	-5%	?	15%	1%
COCCN(C(=O)COC(=O)CCOc1ccccc1)c1c(N)n(Cc2ccccc2)c(=O)[nH]c1=O	-6	-8%	-14%	-0.4	1%	-23%	-2%	-9%	-4%
Cc1cc(NC(=O)c2ccc(C)s2)n(-c2ccccc2)n1	10	1%	-9%	-1.9	3%	i	-2%	?	-1%
O=C(Nc1ccc(C(=O)N2CCCCC2)cc1)c1ccccc1	-26	-3%	-23%	0.2	17%	-24%	8%	14%	-2%
COc1ccc(NS(=O)(=O)c2ccc(C)c(C(=O)N3CC(C)OC(C)C3)c2)cc1 (stereo not given)	1	10%	0%	0.6	3%	-35%[inhibitor]	-15%	-9%	-29%
CCOC(=O)C1CCN(C(=O)Cc2ccccc2OC)CC1	-8	4%	2%	-0.4	10%	-4%	-9%	-4%	7%
Cc1sc2nc(SCc3nc(-c4ccccc4)no3)n(-c3ccccc3)c(=O)c2c1C	2	-11%	-11%	1.2	-3%	i	0%	-4%	8%
O=C(C[n+]1cccc(/C=N/O)c1)N1CCCCCC1	-1	5%	1%	7.8	0%	i	-3%	6%	-5%
O=C(CN1CCc2ccccc2C1)Nc1ccccc1F	4	1%	5%	0.2	11%	i	-9%	?	-7%
CCCn1ncc(CN2CCC(n3nccc3NC(=O)CCc3ccccc3)CC2)c1C	-4	4%	2%	-0.9	-1%	-12%	2%	7%	4%
COC(=O)C1=C[C@@H](C(=O)OC)[C@@H]2C3=C(C(=O)[C@@]2(C)NC(=O)c2ccccc2)[C@H](c2ccccc2)n2c(=O)n(-c4ccccc4)c(=O)n2[C@@H]3C1	12	5%	3%	0.3	6%	i	-5%	13%	-4%
CCCCNC(c1ccccc1)c1ccncc1 (stereo not given)	·	-8%	19%	-2.3	5%	i	-8%	12%	14%
O=C(N[C@@H](Cc1ccccc1)C(=O)N1CCN(S(=O)(=O)c2ccc(F)cc2)CC1)c1ccco1	0	-11%	3%	-3.4	-3%	i	3%	10%	-4%
O=C(N/N=C/c1coc2ccccc2c1=O)c1cc(O)cc(O)c1	-54*	-2%	2%	1.0	0%	8%	-23%	2%	8%
COC(=O)c1ccccc1NC(=O)c1ccccc1N(C)S(C)(=O)=O	12	11%	-2%	-2.1	-2%	i	-2%	4%	0%
O=C(CCSc1ccc(F)cc1)NNC(=O)c1ccccc1Cl	-3	2%	-3%	-0.2	14%	-34%	7%	7%	5%
CC(=O)Nc1c(Cl)cc2c(c1Cl)Cc1cc(N)ccc1-2	-12	-4%	-8%	-3.4	-4%	i	3%	45%[activator]	12%
Cc1nonc1C(=O)N/N=C/c1ccc(O)c(O)c1	-17	-11%	-5%	3.3	-11%	i	0%	100%[activator]	5%
O=C(CN1CCCCC1)Nc1cc(Cl)ccc1Cl	·	-3%	9%	0.0	2%	4%[57.5 µM]	5%	0%	0%
[O-]/C(=C(\C(=S)Nc1ccc(SC(F)F)cc1)[n+]1ccccc1)c1cc(Cl)ccc1Cl	-2	11%	-11%	-2.8	7%	-33%[inhibitor]	-10%	6.3µM*	0%
CN1C(=O)C(CC(=O)Nc2ccc(F)cc2)N(NC(=O)c2cccc(F)c2)C1=S (stereo not given)	0	0%	0%	-0.1	6%	-1%	-9%	?	-5%
CC1(C)COC(c2cc([N+](=O)[O-])ccc2Cl)=N1	-6	-10%	1%	0.0	3%	i	0%	18%	-4%
Cc1sc(NC(=O)CN(Cc2ccc(F)cc2)C(=O)C(C)(C)C)c(C(N)=O)c1C	0	15%	-1%	-2.3	-10%	i	-2%	-2%	17%
Cc1ccc2c(c1)N(C(=O)c1ccco1)C(C)(C)c1ssc(=S)c1-2	·	-13%	5%	-2.2	6%	-6%[57.5 µM]	-6%	0%	-6%
CCc1nc(SCC(=O)OC(C)C)c2ccccc2n1	1	7%	-6%	1.3	0%	-25%	-6%	?	-10%
Cc1ccc(C)c(NC(=O)C(C)N2C(=O)c3ccccc3C2=O)c1 (stereo not given)	-7	18%	0%	2.8	-8%	i	-5%	20%	-4%
O=C(O)c1cccc(COCC(F)(F)C(F)F)c1	·	-2%	-7%	-3.2	-11%	i	-3%	40%[activator]	9%
COC(=O)c1sccc1N/N=C(\C)c1ccc(F)c(Cl)c1	6	-7%	-2%	0.5	-13%	-3%[57.5 µM]	1%	0%	2%

Record cards (already shown).
CCc1nc(SCC(=O)OC(C)C)c2ccccc2n1 as listed: PI5P4K alpha inh = 1; GLP-1R agonist = 7%; GLP1R cytotox = -6%; IL-2 act = 1.3; EPAC1 ag = 0%; PTHR1 agonist = -25%; PLK1 PBD block = -6%; GLP1R inv ag = ?; EPAC1 antagonist = -10%
Cc1sc(NC(=O)CN(Cc2ccc(F)cc2)C(=O)C(C)(C)C)c(C(N)=O)c1C as listed: PI5P4K alpha inh = 0; GLP-1R agonist = 15%; GLP1R cytotox = -1%; IL-2 act = -2.3; EPAC1 ag = -10%; PTHR1 agonist = i; PLK1 PBD block = -2%; GLP1R inv ag = -2%; EPAC1 antagonist = 17%

Later entries.
SMILES	PI5P4K alpha inh	GLP-1R agonist	GLP1R cytotox	IL-2 act	EPAC1 ag	PTHR1 agonist	PLK1 PBD block	GLP1R inv ag	EPAC1 antagonist
CCC1(CC)NC(=O)N(CC(=O)OCn2nnc3ccccc3c2=O)C1=O	-1	-2%	-7%	-2.3	4%	-8%	-8%	32%[activator]	0%
CC1CCN(S(=O)(=O)c2ccc(NC(=O)Cn3nnc(-c4ccccc4)n3)cc2)CC1	·	-14%	-19%	-1.3	-2%	i	-5%	0%	7%
Cc1cc(CNC(=O)COc2ccc([N+](=O)[O-])cc2)c2ccccc2n1	-6	2%	-17%	3.0	3%	-46%[inhibitor]	-1%	-9%	4%
CC1CCc2nn(CC(=O)NCc3ccco3)cc2C1 (stereo not given)	-3	-1%	-1%	-0.8	-16%	-3%	30µM*	-16%	-14%
Cc1cc(NC(=O)/C(C#N)=C/c2ccc(-c3cccc(C(F)(F)F)c3)o2)n(-c2ccccc2)n1	-2	-1%	-9%	0.5	-15%	i	5%	11%	-14%
COc1ccccc1NC(C)=[N+](C)CCNS(=O)(=O)c1ccc(Cl)cc1	?	1%	-2%	-4.2	4%	i	22%	-19%	4%
CCOc1cc(C(=O)N2CCOCC2)ccc1OCc1ccccc1	11	-4%	-12%	1.8	-2%	-3%	-6%	-9%	17%
COc1ccc(NC(C)=O)cc1NC(C)c1nc2sc(C)c(C)c2c(=O)[nH]1 (stereo not given)	3	18%	-3%	1.4	6%	i	-1%	55%[activator]	-29%
Cc1ccc(C(=O)N=c2sccn2C)cc1S(=O)(=O)N1CCOCC1	9	9%	8%	-0.6	2%	-6%	-5%	27%	-17%
COc1ccc(OC)c(NC(=O)COC(=O)CN2C(=O)NC3(CCCC3)C2=O)c1	2	1%	-20%	-1.1	1%	i	4%	4%	-8%
Cc1nc([N+](=O)[O-])cn1CC(=O)c1ccc(OC(F)(F)F)cc1	5	4%	-16%	2.9	-19%	-41%[inhibitor]	?	3%	-26%
CCOC(=O)/C(C#N)=C/c1cc(C)n(-c2ccccc2)c1C	-3	1%	4%	-4.0	3%	-28%	-3%	0%	4%
CCCCN(CCCC)c1ncnc2nc[nH]c12	-8	8%	-8%	1.2	-7%	i	-12%	4.5µM*	-11%
COc1ccc(C(=O)N/N=C\c2coc3ccccc3c2=O)cc1	-11	-7%	-4%	0.1	-8%	-24%	-22%	13%	-4%
COCCN1CC(=O)N2C(c3cccc(C)c3)c3[nH]c4ccccc4c3C[C@H]2C1=O (stereo not given in full)	7	-9%	0%	2.9	2%	-7%	5%	-22%	-10%
CC(=O)Nc1cccc(NC(=O)CSc2ccc(-c3ccco3)nn2)c1	?	10%	17%	9.8	4%	i	?	104%[activator]	-10%
CC(C)CCn1c(=O)c2ccccc2n2c(CN3C(=O)NC4(CCC(C)CC4)C3=O)nnc12 (stereo not given)	-3	-3%	-9%	-1.1	-2%	-19%	-2%	6%	-4%
